Source: PubChem (several laboratories)
Lipid droplet: hepatic lipid droplet formation modulation. AML12 mouse hepatocytes, oleate lipid droplets, BODIPY imaging. inhibition, % at 6.5 µM. 240,000 tested, 0.4% active. AID 1656;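 active means lipid droplet intensity inhibited by at least 50%, with more than 500 cells counted; inconclusive means wells with under 300 cells, treated as cytotoxic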
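material = mouse AML12 hepatocyte cell line, fixed after treatment | also added = 100 µM oleic acid challenge | doses = compound at 6.5 µM only | schedule = overnight exposure | technique = Image-based BODIPY and DAPI two-channel analysis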
Myeloid diff MLP: compounds promoting myeloid differentiation; ER-HoxA9 myeloid progenitors, lysozyme-GFP differentiation, flow cytometry; calls only at 10 µM; 360,000 tested, 1% active;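 active means normalized GFP-positive differentiation at or above the plate's own cutoff, the solvent-only control mean plus 3 SD; inconclusive means no clear call, values can overlap the other calls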;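 further: cells exposed to compound for four days before flow analysis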
CSM14.1 death rescue: rescue of cells from ER stress-induced death, primary screen, 384-well, CSM14.1, thapsigargin, ATP luminescence (AID 1222); CSM14.1 thapsigargin-induced death rescue, ATP luminescence; higher % means a stronger effect; 190,000 tested, under 10 active; one-dose cellular ATP content (survival), % at 20 µM; EC50 in µM for titrated hits;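 active means EC50 below 50 µM in the dose-response confirmation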;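 further: death triggered by thapsigargin at about 15 µM added after 2 h compound pretreatment; cell ATP read after overnight thapsigargin exposure of roughly 18 to 22 hours; normalized against plate controls of thapsigargin alone and 5% DMSO vehicle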
UTI89 phage lysis: protection from phage-mediated lysis, alamar blue read-out – E. coli UTI89, K1F phage, bacterial capsule biogenesis inhibitors (AID 488966); E. coli UTI89 K1F phage lysis, alamar blue, 2 h; higher % means a stronger effect; inhibition, % at 100 µM, or IC50 in µM where a hit was titrated; 340,000 tested, 0.02% active;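 active means phage lysis inhibition, versus mean bacterial control, above a set limit; inconclusive means no clear call, values can overlap the other calls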;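 further: capsule biogenesis inhibitors block K1F phage lysis so surviving cells raise fluorescence; higher fluorescence means more inhibition of phage lysis; actives were called in the ten point dose series up to 300 µM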
TNAP activators: stimulation of alkaline phosphatase TNAP activity – biochemical, luminescent, no phosphate acceptor, uHTS, primary screen (AID 1001); purified TNAP, luminescent activation assay, no phosphate acceptor; higher activation fold means a stronger effect; one-dose activation fold at 20 µM; EC50 in µM for titrated hits; 200,000 tested, 0.03% active; in the data active means activation fold from about 3, or a potency from the dose series; inactive means the rest, 99 in 100 with activation fold below about 1.6; further: many of its hits are not listed in these tables
human PMI inhibition: inhibitors of human PMI, primary screen, biochemical, fluorescence intensity, coupled assay (AID 1209); purified PMI enzyme, coupled fluorescence intensity; higher % means a stronger effect; one-dose inhibition, % at 20 µM; IC50 in µM for titrated hits; 190,000 tested, 0.42% active;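 further: plate controls were DMSO vehicle for no effect and wells lacking substrate for full effect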
M1AAP inhibition: P. falciparum M1AAP inhibitors, biochemical, fluorogenic H-Leu-NHMec substrate, 1536-well (AID 1445); recombinant M1AAP, H-Leu-NHMec fluorogenic kinetic assay; higher % means a stronger effect; inhibition, % at 30 µM; hits with a dose series show IC50 in µM; 220,000 tested, 0.42% active;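 active means primary inhibition above the hit cutoff, then over 50% inhibition at one or more dose response concentrations, cut at about 23% in these data, passing the limit was not always enough; inconclusive means conflicting primary data, or primary hits not chosen for dose response; inactive means low primary inhibition, or under 50% at every dose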;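 further: plate controls were DMSO full reaction for no effect and no enzyme background for full effect; strong numbers were not always called active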
human PMI inhibitors: human PMI inhibitors, high substrate, primary screen, biochemical, fluorescence intensity, high mannose 6-phosphate (AID 1220); recombinant PMI enzyme, coupled fluorescence intensity; higher % means a stronger effect; one-dose inhibition, % at 20 µM; IC50 in µM for titrated hits; 190,000 tested, 0.66% active
WT yeast gro inh: growth inhibition of WT yeast, mitochondrial fusion screen. mitochondrial fusion phenotypic screen, WT strain. inhibition, % at 10 µM. 190,000 tested, 2.1% active. AID 1362; in the data active means inhibition above about 58%; tested in S. cerevisiae
WT yeast gro inh mutant strain: second read-out of WT yeast gro inh, no call of its own (marks repeat the call); inhibition, %; mitochondrial fusion phenotypic screen, mutant strain inhibition
Lipid droplet cells 6.5 µM: recorded beside Lipid droplet, whose call it bears; cell count; measured here: cell count, cytotoxicity flag;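 cells counted across two imaged fields per well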
Myeloid diff MLP GFP+ MAC1+ %: second read-out of Myeloid diff MLP, no call of its own (marks repeat the call); GFP+ MAC1+ double positive, %; measured here: differentiation confirmed by MAC1 staining
* hit, by the source's call; i = inactive; ? = inconclusive; . = no result given; + = active, no number; [ ] = another dose, or the depositor's remark. Unless noted, no stated cut-off is given here; in the data, active means inhibition above about 50%; inactive means the rest.

Values in the order – Lipid droplet, Lipid droplet cells 6.5 µM, Myeloid diff MLP, Myeloid diff MLP GFP+ MAC1+ %, CSM14.1 death rescue, UTI89 phage lysis, TNAP activators, human PMI inhibition, M1AAP inhibition, human PMI inhibitors, WT yeast gro inh, WT yeast gro inh mutant strain
> Cc1onc(-c2ccccc2Cl)c1C(=O)N1C=CC(C(F)(F)Cl)=NCC1
    ., ., +, 5.8*, 1.7%, 0.8%, 1.1, 8%, 4%, 5%, 32, 15
> O=S(=O)(Nc1nc2ccccc2nc1Cl)c1ccccc1
    9, 480, i, 0.4, -1.7%, 0.1%, 1.1, 4%, 7%, -7%, -2, -1
> Cc1ccccc1CSc1nc(-c2ccccc2)cc(=O)[nH]1
    13, 678, i, 0.3, -1.9%, 1.0%[50 µM], 1, 15%, -1%, 4%, 1, 5
> N#CCC(=O)NC(=O)NCC1CC1
    2, 730, i, 1.2, -4.3%, -1.0%, 1.1, -9%, 3%, -2%, -26, -9
> O=C(/C=C/c1ccco1)OCC1CCCN2CCCCC12 (stereo unspecified)
    -33, 593, i, 0.3, -0.5%, 1.0%, 1, ., 2%, ., 12, 6
> CCCCn1cnc2cc(C)c(C)cc21
    11, 681, i, 0.3, 0.3%, -1.8%, 1.1, 1%, -5%, -4%, 3, 13
> CCOc1ccc(C2N(c3ccc(F)cc3)C(=O)C3CCCN32)cc1 (stereo unspecified)
    ., ., i, 2.0, -0.1%, 4.9%, 1.1, -6%, 1%, -9%, 14, 2
> COc1ccc(S(=O)(=O)N2CCC(C(=O)NCCC3=CCCCC3)CC2)cc1C
    2, 817, i, 5.1, -0.5%, 0.0%, 1.4, -1%, 22%, -7%, 6, -3
> Cc1nonc1CN(C)C(=O)CC1C(=O)NCCN1Cc1cccc(C(F)(F)F)c1 (stereo unspecified)
    -4, 709, i, 0.5, -0.7%, -0.2%, 1, 8%, 9%, 39%, 2, 7
> COc1ccc(NC(=O)c2c3c(nc4ccccc24)CCN(Cc2ccccc2)C3)c(OC)c1
    2, 676, i, 0.3, -0.1%, -1.1%, 1, 17%, 11%, 37%, 2, -2
> COc1ccc(C(=O)NC=C2C(=O)OC(C)(C)OC2=O)cc1
    2, 609, i, 0.3, -0.3%, -1.3%, 1.1, -29%, 15%, -16%, -6, -2
> CCN(CCn1cccn1)Cc1cn[nH]c1-c1cccc2ccccc12
    -2, 723, i, 0.5, ., 0.2%, ., ., 9%, ., ., .
> Nc1n[nH]c2cc(=O)n(-c3ccc(Cl)cc3)nc12
    1, 744, i, 0.0, 2.2%, 0.0%, 1, -45%, 10%, -25%, 8, 14
> O=C(N/N=C/C(Cl)=C/c1ccccc1)c1ccco1
    18, 763, i, 0.3, -2.2%, -2.7%, 1.1, 10%, 11%, 5%, 2, -17
> CCCOC(=O)c1cccc(NC(=O)c2cccnc2)c1
    ., ., i, 0.4, -0.2%, 0.1%, 1.1, -5%, 5%, -4%, -11, -3
> CCC(=O)N1CC(C)C(=O)Nc2ccccc21 (stereo unspecified)
    ., ., i, 0.6, -2.3%, 4.2%, 1.1, 14%, 5%, 9%, -14, -16
> CCn1nc(CC(=O)Nc2nnc(CC(=O)N3CCCC3)s2)c2ccccc2c1=O
    ., ., i, 1.3, -3.7%, -0.3%, 1, 50%*, 3%, -7%, 8, -8
> COc1ccc(-n2c(SCC(=O)NCc3cccs3)nnc2-c2ccoc2C)cc1
    -7, 726, i, 0.9, -3.4%, -0.6%, 1.1, 15%, 2%, 7%, -17, -10
> CC(C)c1ccc(NC(=O)C(=O)c2cn(CC(=O)N3CCCCC3)c3ccccc23)cc1
    5, 581, i, 0.3, -0.1%, 0.7%, 1, 21%, 4%, 14%, 4, -9
> O=C(O)CN1CCc2ccccc2C1
    -5, 632, i, 0.4, -0.4%, 2.6%, 1.1, -1%, -4%, -11%, 10, -4

Given tab-delimited: 2 of the compounds above
compound	Lipid droplet	Lipid droplet cells 6.5 µM	Myeloid diff MLP	Myeloid diff MLP GFP+ MAC1+ %	CSM14.1 death rescue	UTI89 phage lysis	TNAP activators	human PMI inhibition	M1AAP inhibition	human PMI inhibitors	WT yeast gro inh	WT yeast gro inh mutant strain
CCOc1ccc(C2N(c3ccc(F)cc3)C(=O)C3CCCN32)cc1 (stereo unspecified)	.	.	i	2.0	-0.1%	4.9%	1.1	-6%	1%	-9%	14	2
COc1ccc(S(=O)(=O)N2CCC(C(=O)NCCC3=CCCCC3)CC2)cc1C	2	817	i	5.1	-0.5%	0.0%	1.4	-1%	22%	-7%	6	-3

More records follow:
Values in the order – Lipid droplet, Lipid droplet cells 6.5 µM, Myeloid diff MLP, Myeloid diff MLP GFP+ MAC1+ %, CSM14.1 death rescue, UTI89 phage lysis, TNAP activators, human PMI inhibition, M1AAP inhibition, human PMI inhibitors, WT yeast gro inh, WT yeast gro inh mutant strain
> O=C1CCCN1CCCNS(=O)(=O)c1ccc(Br)cc1
    0, 719, i, 0.4, -1.5%, -0.2%, 1.1, 11%, -10%, 8%, -6, -3
> CC1=Nc2ccccc2N=C(N)C1c1ccccc1 (stereo unspecified)
    -1, 703, i, 0.2, 0.2%, 0.9%, 1, 0%, 1%, 13%, -2, 7
> Cn1c(=O)cc(OCC(=O)NCCCN2CCN(c3cccc(Cl)c3)CC2)c2ccccc21
    -5, 667, ?, ., ., 5.8%, 1.2, 7%, 12%, 5%, 4, -5
> COc1ccc(-c2csc(NC(=S)NC(=O)c3cccs3)n2)cc1OC
    -2, 700, i, 0.2, -1.5%, 0.3%, 0.9, 19%, 11%, 9%, 38, 23
> CCc1ccc(NC(=O)C2C3/C=C\CCCCC32)cc1 (stereo unspecified)
    4, 652, i, 1.4, -2.7%, 1.1%[50 µM], 1, 4%, -3%, 12%, -8, -26
> Cc1ccc(/C=C/C(=O)OC(C)C(=O)Nc2ncc(Cl)cc2Cl)o1 (stereo unspecified)
    -3, 626, i, 0.3, -2.9%, 1.5%, 1, -13%, 4%, -7%, -10, -1
> CC(=O)c1ccc(N2CCN(C(=O)CCC(=O)c3cccs3)CC2)cc1
    2, 624, i, 0.3, 1.5%, -0.8%, 1.1, -7%, 2%, -4%, -6, -4
> O=c1cc(-c2ccncc2)oc2ccccc12
    ., ., i, 0.4, 0.5%, 0.3%, 1.1, 4%, 1%, 0%, ., .
> COc1ccc(Sc2nc(-c3ccccc3)ncc2OC)cc1
    0, 665, i, 0.5, ., -0.2%, 1.1, 2%, -1%, 14%, 3, 3
> CCN(C1=NS(=O)(=O)c2ccccc21)N(CC)S(=O)(=O)c1ccc(C)cc1
    21, 690, i, 0.4, -0.6%, 0.2%, 1.1, 0%, -5%, 11%, -7, 6
> CCOC(=O)c1c(NS(C)(=O)=O)sc2c1CCC(C)C2 (stereo unspecified)
    ., ., i, 1.8, 0.2%, 0.3%, 1.3, -6%, 3%, 2%, 10, 30
> N#CCCn1cc(/C=N/NC(N)=S)c(-c2ccc(-c3ccccc3)cc2)n1
    22, 701, i, 1.2, -1.2%, 0.4%, 1.4, 22%, 11%, 16%, -7, -8
> COc1ccc(C(=O)NCCCCCC(=O)O)cc1OC
    24, 751, i, 0.2, -1.3%, 3.2%, 1.1, 12%, 4%, 1%, 3, 24
> CCc1ccc(NS(=O)(=O)c2cc(OC)ccc2OC)cc1
    ., ., i, 2.3, -0.5%, 6.7%, 1.1, 1%, 8%, 6%, 9, 1
> Cc1cccc(C)c1NC(=S)NCCCN1CCCC1=O
    -1, 636, i, 0.3, 0.5%, 2.2%, 1.1, 0%, 0%, -3%, -7, -10
> CCOC(=O)c1[nH]c2c(c1C)C(=O)CC(c1ccc(F)cc1)C2 (stereo unspecified)
    ?, ., ?, ., ., 4.6%, 1.1, 10%, -5%, 9%, 9, -3
> CCCNC(=O)c1ccccc1NC(=O)CSCc1ccc(OC)cc1
    9, 721, i, 4.6, -0.1%, 4.3%, 1.1, -8%, 0%, -4%, 73*, 20*
> Cc1ccc(C2C(C#N)=C(N)Oc3n[nH]c(-c4ccccc4)c32)o1 (stereo unspecified)
    -13, 666, i, 0.3, -2.0%, -0.4%, 1, 11%, 13%, 11%, -6, 4
> S=c1[nH]ncn1/N=C/c1ccccn1
    -1, 743, i, 0.7, -1.0%, 0.1%, 1, 5%, 4%, 1%, -1, -22
> COc1ccccc1CNC(=O)CCCn1c(=O)c2ccccc2n(CC(=O)NC2CCCC2)c1=O
    ., ., i, 1.0, -0.7%, 0.4%, 1.1, 10%, 2%, 8%, 6, 3

(listing goes on)
Values in the order – Lipid droplet, Lipid droplet cells 6.5 µM, Myeloid diff MLP, Myeloid diff MLP GFP+ MAC1+ %, CSM14.1 death rescue, UTI89 phage lysis, TNAP activators, human PMI inhibition, M1AAP inhibition, human PMI inhibitors, WT yeast gro inh, WT yeast gro inh mutant strain
> Cc1ccc(S(=O)(=O)Cc2csc(N)n2)cc1
    ., ., i, 1.0, -1.4%, 0.0%, 1.1, 0%, 1%, -1%, -9, -5
> O=C(CN1CCOCC1)Nc1ccccc1
    1, 743, i, 1.7, 1.4%, 0.0%, 1, 8%, 4%, 11%, 1, -6
> O=C(CCCC(=O)OCC(Cl)=C(Cl)Cl)Nc1ccc(F)cc1
    10, 572, i, 0.3, 0.0%, -0.2%, 1.2, 12%, 3%, 1%, 13, 5
> CCN(CC)C(=O)Cn1cnc2sc(C(=O)N3CCN(c4ccc(F)cc4)CC3)c(C)c2c1=O
    0, 711, i, 0.1, 1.1%, -1.1%, 1.1, -1%, -3%, 0%, -5, -7
> Cn1cc(C(=O)c2ccc(Cl)cc2Cl)cc1C(=O)O
    ., ., i, 0.0, -1.0%, 0.6%, 1.1, 0%, -1%, 0%, 92*, 8.2*
> Cc1ccc(NC(=S)C2=C(O)c3ccccc3N(C)S2(=O)=O)cc1
    12, 656, i, 0.5, -2.5%, 0.6%, 1.1, 13%, 23%, 10%, 10, 15
> O=C(CNS(=O)(=O)N1CCOCC1)N/N=C/c1cccnc1
    -6, 653, i, 0.6, 2.5%, -0.8%, 1, 16%, ., 5%, -4, -15
> O=C(NCC(=O)N(CC1CCCO1)C(C(=O)NC1CCCCC1)c1ccc(F)cc1)c1ccco1 (stereo unspecified)
    ., ., i, 0.1, -0.1%, 0.0%, 1.1, 7%, 9%, 13%, 3, 5
> N#C[C@H]1[C@H](c2ccccc2)[C@](C#N)(C(=O)c2ccccc2)[C@@H]2C=Cc3ccccc3N21
    ., ., ., ., -0.6%, ., 1, 5%, 11%, 15%, 63*, -2.4*
